Compound activity (PubChem)
Furin inhibitor – inhibitors of human furin | purified furin, fluorogenic substrate cleavage | inhibition, % at 30 µM | 0.061% of 220,000 active | AID 463115; in the data active = inhibition above about 25%; note: inactives centre near -15
Target sequence (P09958 108-714 limits assumed): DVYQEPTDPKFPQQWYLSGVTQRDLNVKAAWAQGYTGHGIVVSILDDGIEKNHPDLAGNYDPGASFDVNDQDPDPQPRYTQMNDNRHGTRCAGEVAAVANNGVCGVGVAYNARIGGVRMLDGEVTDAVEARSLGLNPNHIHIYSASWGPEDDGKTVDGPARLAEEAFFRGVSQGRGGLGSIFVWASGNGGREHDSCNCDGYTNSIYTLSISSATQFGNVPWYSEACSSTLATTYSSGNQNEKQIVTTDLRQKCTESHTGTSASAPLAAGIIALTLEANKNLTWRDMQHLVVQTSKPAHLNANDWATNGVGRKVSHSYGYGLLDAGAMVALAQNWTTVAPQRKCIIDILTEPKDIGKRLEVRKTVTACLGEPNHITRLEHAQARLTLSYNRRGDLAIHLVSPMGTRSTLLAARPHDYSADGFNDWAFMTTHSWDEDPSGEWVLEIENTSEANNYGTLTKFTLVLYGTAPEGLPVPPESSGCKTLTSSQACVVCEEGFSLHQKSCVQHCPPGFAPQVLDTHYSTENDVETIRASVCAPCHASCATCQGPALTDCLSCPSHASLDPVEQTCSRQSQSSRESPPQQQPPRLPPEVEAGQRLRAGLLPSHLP
EBV gp42 block – blocks Epstein-Barr virus glycoprotein 42 binding; Q1HVG2; Fluorescence polarization binding assay, mP read-out; inhibition, % (tested at 21.74 µM); 0.42% of 220,000 active; AID 1085; in the data active = inhibition above about 50%
Target sequence (Q1HVG2 whole entry, looked up): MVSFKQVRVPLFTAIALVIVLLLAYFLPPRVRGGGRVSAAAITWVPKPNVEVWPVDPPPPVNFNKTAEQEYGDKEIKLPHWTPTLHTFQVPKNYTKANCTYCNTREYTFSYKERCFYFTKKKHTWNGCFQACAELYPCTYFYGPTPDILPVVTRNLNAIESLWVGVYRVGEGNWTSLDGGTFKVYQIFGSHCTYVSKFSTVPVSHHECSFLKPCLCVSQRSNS
Cl transport mod – modulates chloride dependent transport by human KCC2; KCC2 cells, thallium flux FluoZin-2 fluorescence; AID 1456; B-score of Tl+ flux slope (higher = more flux/activation; lower = inhibition) at 10 µM; 2.2% of 190,000 active; Q9H2X9;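 active = thallium flux slope and its plate-corrected score both differing from the plate sample mean at a set confidence after two filtering rounds, in either direction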;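 note: slope of fluorescence scaled to starting intensity during 10 to 20 s after thallium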
Calpain2 inh – inhibitors of pig calpain II; 0.37% of 220,000 active; AID 1236; inhibition, % at 16 µM; purified calpain II, fluorogenic peptide substrate, 30 min;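 active = inhibition above about 50%, limit read from the data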
PPC-1+TRAIL kill – PPC-1 cancer cell killing with TRAIL present | PPC-1 cells + TRAIL, ATPLite viability luminescence | cell killing (% activity), % at 4 µM | 0.41% of 220,000 active | AID 1443;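 active = cell killing above 50% in the first pass at 4 µM, then a duplicate retest at 5 µM averaging 50% or more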;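 note: plate controls were cells with TRAIL plus DMSO for no effect and medium-only wells lacking cells for full effect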
zfTRPN1 agonist – zebrafish TRPN1 (NompC) channel agonism; 0.18% of 220,000 active; HEK293 zebrafish TRPN1-YFP, Fluo-8 calcium fluorescence; 100% = response to 87 µM carbachol; AID 1424; activation, % at 3 µM;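 active = activation above its plate's cutoff, the mean activation of test wells on that plate plus 3 SD, cut at about 19% in these data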;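 note: 0% = DMSO alone and 100% = 87 µM carbachol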
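Material: zebrafish TRPN1-YFP in HEK293 cells. Doses: one dose of 3 µM, 0.3% DMSO. Incubation: dye 1 h 37 °C plus 30 min RT. Measured by: intracellular calcium fluorescence with Fluo-8.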
Thrombin inh – inhibitors of human thrombin; P00734; alpha-thrombin, Boc-VPR-AMC fluorogenic substrate cleavage; inhibition, % at 5 µM; 0.26% of 220,000 active; AID 1046;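 active = inhibition at or above 40%; inactive = inhibition below 40%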;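 note: 0% = enzyme with no compound and 100% = wells without enzyme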
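signal = AMC fluorescence, 355/460 nm | material = human alpha-thrombin enzyme | control set = enzyme without compound as high, wells lacking enzyme as low | times = reaction at room temperature | read-out basis = percent inhibition scaled between no-compound controls and no-enzyme blanks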
TRPML3 agonist – activates the human TRPML3 channel; activation, % at 3 µM; HEK293 TRPML3-YFP, Fluo-8 calcium fluorescence; 100% = the carbachol control signal; 0.29% of 220,000 active;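 active = activation above its plate's cutoff, the mean activation of the plate's test wells plus 3 SD, cut at about 12% in these data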;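 note: 0% = DMSO only wells and 100% = carbachol wells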
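Test system: TRPML3-YFP stable HEK293 cells. Doses: single point at 3 µM. Incubation: dye loading 1 h 37 °C then 30 min ambient, 125 s read. Signal: Fluo-8 calcium dye fluorescence, ex 470-495, em 515-575 nm. Measure: percent activation from peak-to-basal fluorescence ratio, scaled between DMSO and carbachol.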
TbHK1 inh – T. brucei hexokinase 1 inhibition; 0.11% of 220,000 active; inhibition, % at 10 µM; AID 1430; recombinant TbHK1, G6PDH-coupled NADH A340;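 active = inhibition of 50% or more in the single-dose primary screen; inactive = inhibition below 50%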
* hit, by the source's call; · = not tested or not shown; [ ] = remark or other dose.

SMILES	Furin inhibitor	EBV gp42 block	Cl transport mod	Calpain2 inh	PPC-1+TRAIL kill	zfTRPN1 agonist	Thrombin inh	TRPML3 agonist	TbHK1 inh
O=C(O)CSc1nnc(-c2ccc3c(c2)OCO3)o1	-30[20 µM]	-13	1.2	7	-24	-0.3	-2	0.9	4
COC(=O)C1CCN(S(C)(=O)=O)CC1	-17[20 µM]	-17	-0.71	4	24	-0.9	-4	1.4	2
COc1ccc(S(=O)(=O)N2N=C(c3ccc(NS(C)(=O)=O)cc3)CC2c2ccco2)cc1 (centres undefined)	-12	-17	-0.31	-71	14	0.3	4	1.6	-18
Cc1cnn(C(=O)c2cc(-c3ccccn3)nc3ccc(Cl)cc23)c1	-4	0	-0.49	10	36	0.7	19	0.3	-3
COc1nc(NCCO)nc(Nc2ccc([N+](=O)[O-])cc2)n1	-4	6	0.054	15	-2	0.2	-5	0.4	-37
CCC(=O)Nc1ccc(NC(=O)c2ccco2)cc1	-23	-4	·	-7	29	1.9	-8	0.8	10
c1ccc(CSc2nnc3ccc(-c4ccncc4)nn23)cc1	-8	4	2	18	-16	0.7	2	0.9	6
Cc1ccc(C)c(-n2nnnc2SCC(=O)c2c(N)n(C)c(=O)n(C)c2=O)c1	-27	9	-1.8	-5	15	-0.2	-7	0.4	3
CCC(C)[C@H](NC(=O)Nc1ccccc1F)C(=O)O (some centres undefined)	-4	-1	0.16	-6	-11	0.3	1	0.4	-2
CCOC(=O)c1cc2occc2n1Cc1ccc(F)cc1	-11[20 µM]	2	0.1	-11	-14	-1.8	-6	0.4	0
Cc1ccc(S(=O)(=O)N(CC(=O)NN=C2CCN(C)CC2)c2ccc(C(C)C)cc2)cc1	-7	-7	0.15	-13	15	-0.7	-6	0.8	-2
O=C(Nc1ccc(N2CCOCC2)nc1N1CCOCC1)c1cccc(C(F)(F)F)c1	-2	-15	-0.081	23	23	0.1	-4	0.7	-22
Cc1cccc(NC(=O)CSCc2nc3c(nnn3Cc3ccc(F)cc3)c(=O)[nH]2)c1C	-14	-3	·	-30	10	0.6	-7	0.1	-7
Cc1ccc(S(=O)(=O)n2nc(OC(=O)C(C)(C)C)cc2N)cc1	-23	-14	·	-2	12	-0.6	2	-0.8	7
C=CCc1cccc(CNc2c(C)n(C)n(-c3ccccc3)c2=O)c1O	3[20 µM]	-7	·	19	6	-1.7	-3	-0.6	-6
COc1ccc(NC(=O)NCCCN2CCCC2=O)cc1	-30	-18	0.31	-6	20	0.8	-3	0.2	-1
NC(=O)c1ccccc1NC(=O)Nc1cccc(Cl)c1	-17[20 µM]	10	·	-23	10	2.5	1	-0.1	-4
COc1cc2ncnc(NCc3ccc(C)cc3)c2cc1OC	-17[20 µM]	0	-0.2	-12	18	0.5	-9	-0.1	-2
COC(=O)c1ccc2c(=O)n(-c3ccccc3)c(=S)[nH]c2c1	-12	7	11*	8	7	2.5	-3	2.5	-5
O=C(O)c1nn(-c2ccc(Cl)cc2)ccc1=O	16[20 µM]	-22	·	-14	44	0.0	2	0.8	-8
Cc1ccc(/C=N/NC(=O)C(NC(=O)c2ccccc2)c2n[nH]c(=O)c3ccccc23)cc1 (centres undefined)	-17[20 µM]	-6	·	-38	3	0.1	4	0.2	-3
CCOc1c(O)ccc(C2NC(=O)NC(C)=C2C(=O)OC)c1[N+](=O)[O-] (centres undefined)	-25	-7	0.33	5	12	-0.4	-5	-0.2	1
O=C(Nc1nnc(C2CCCCC2)s1)c1ccco1	-15	-24	·	7	27	0.1	5	0.2	-12
CCCCN1C(=O)c2ccc(C(=O)Nc3ccc(S(=O)(=O)N(C)C)cc3)cc2C1=O	-22	9	-0.035	-65	19	2.0	-3	1.2	-6
CC(=O)Nc1ccc(S(=O)(=O)N2CCN(c3cnn(C)c(=O)c3Cl)CC2)cc1	-13	-1	-0.012	-3	5	-0.5	-8	0.8	-20

An excerpt from the list above:
SMILES	Furin inhibitor	EBV gp42 block	Cl transport mod	Calpain2 inh	PPC-1+TRAIL kill	zfTRPN1 agonist	Thrombin inh	TRPML3 agonist	TbHK1 inh
Cc1cccc(NC(=O)CSCc2nc3c(nnn3Cc3ccc(F)cc3)c(=O)[nH]2)c1C	-14	-3	·	-30	10	0.6	-7	0.1	-7
Cc1ccc(S(=O)(=O)n2nc(OC(=O)C(C)(C)C)cc2N)cc1	-23	-14	·	-2	12	-0.6	2	-0.8	7
C=CCc1cccc(CNc2c(C)n(C)n(-c3ccccc3)c2=O)c1O	3[20 µM]	-7	·	19	6	-1.7	-3	-0.6	-6
COc1ccc(NC(=O)NCCCN2CCCC2=O)cc1	-30	-18	0.31	-6	20	0.8	-3	0.2	-1
NC(=O)c1ccccc1NC(=O)Nc1cccc(Cl)c1	-17[20 µM]	10	·	-23	10	2.5	1	-0.1	-4

Carrying on:
SMILES	Furin inhibitor	EBV gp42 block	Cl transport mod	Calpain2 inh	PPC-1+TRAIL kill	zfTRPN1 agonist	Thrombin inh	TRPML3 agonist	TbHK1 inh
O=C(CSc1nnc2ccccn12)NCc1ccc2c(c1)OCO2	-22	-9	-1	3	14	-0.8	-6	0.8	0
COc1ccccc1NC(=O)CSc1nc2sc(C)c(C)c2c(=O)n1Cc1ccco1	-12	-5	·	-77	16	-0.3	10	0.4	-6
N/C(=N\NC(=O)c1ccc(Cl)cc1)c1cnccn1	-17	-16	0.05	-10	-12	0.3	3	-0.2	-23
CC(=O)Nc1ccc(NC(C)=O)c(NC2OCC(O)C(O)C2O)c1 (centres undefined)	-29	-11	-0.13	19	-2	3.7	-2	1.0	-6
O=C(NCCc1ccccc1)C1CCN(S(=O)(=O)c2cccnc2)CC1	-9	-16	-0.76	5	8	0.8	-1	0.8	2
Clc1ccc(-c2nc3ccccn3c2CN2CCOCC2)cc1	-21[20 µM]	-16	·	-28	20	0.1	5	-0.3	-7
CCC(C)c1ccc(NC(=O)C2CCCN(c3ncccn3)C2)cc1 (centres undefined)	-13	-6	-1.5	7	16	-1.8	-5	-1.1	-5
COc1cc(-c2nnc(CSc3nnc(Nc4ccc(C(C)C)cc4)s3)o2)cc(OC)c1OC	-4	-26	-4*	-40	-1	0.7	-2	0.9	-24
CCOc1ncccc1C(=O)OCC(=O)c1c(N)n(C)c(=O)n(C)c1=O	-22	-35	-0.049	3	-4	2.1	-1	0.8	-5
S=C(NCc1ccccc1)NCc1ccccc1	-8[20 µM]	-21	0.04	-7	22	-1.5	4	-0.1	-1
CSc1ccc2nnc(-c3cccc(F)c3)n2n1	-23	-23	-1.5	-73	7	0.6	0	-1.5	-6
COc1cccc(-n2c(O)c(C=NCc3ccccn3)c3ccccc3c2=O)c1	-10	-12	-1.1	7	9	0.9	3	1.6	-23
CN1C(=O)NC(NC(=O)c2cccs2)(C(F)(F)F)C1=O (centres undefined)	-4	-3	·	-47	6	1.0	1	0.2	3
COc1cccc(C(=O)OCCN2CCCCC2)c1	-14[20 µM]	-12	-0.32	-12	21	0.8	3	0.2	3
O=C(CCc1nnc(-c2ccsc2)o1)NCc1ccccc1OC(F)(F)F	-20	2	·	10	0	-0.7	-2	-0.5	2
CC1CCCC(C)N1C(=O)CSc1nc2ccccc2c(=O)[nH]1 (centres undefined)	-10	-5	-0.5	2	15	1.2	-2	0.2	-2
O=C(N/N=C/c1ccc(-c2ccc(S(=O)(=O)Nc3ncccn3)cc2)o1)c1cc2ccccc2cc1O	12[20 µM]	47	-0.72	-189	11	0.9	-3	0.9	-36
Cc1cnn(C(=O)c2cc(-c3ccccc3)nc3ccccc23)c1	-5[20 µM]	-9	·	-69	29	-1.2	5	0.2	2
Cc1ccc(C(=O)NC(NCc2ccco2)C(Cl)(Cl)Cl)cc1 (centres undefined)	-13	-19	0.029	1	-10	-2.1	0	0.1	35
O=C(Cc1ccc(Cl)c(Cl)c1)Nc1cccc(S(=O)(=O)N2CCOCC2)c1	-24	-1	0.0014	14	15	2.2	9	1.1	-4
Cc1ccc2cccnc2c1NC(=S)NC(=O)c1ccccc1	-7[20 µM]	-18	0.13	-3	10	2.1	1	-0.5	2
COCCn1c(C(C)C)nc2ccccc21	-18	-15	0.061	-4	-6	1.4	2	0.8	-17
N#CCSc1nc2c(sc(=S)n2Cc2ccco2)c(=O)n1-c1ccc(F)cc1	-6	-37	·	4	-20	0.3	4	0.4	-30
CC(C)C(=O)Nc1ccc2nn(-c3ccccc3)nc2c1	-41	-6	0.047	-355	45	1.3	-6	1.2	-8
CC(c1ccccc1)C1CC(=O)N(c2ccc(C(=O)O)cc2)C1=O (centres undefined)	-20[20 µM]	-19	0.36	1	10	0.6	7	0.6	3
SMILES	Furin inhibitor	EBV gp42 block	Cl transport mod	Calpain2 inh	PPC-1+TRAIL kill	zfTRPN1 agonist	Thrombin inh	TRPML3 agonist	TbHK1 inh
CCN1CCc2c(sc(NC(=S)NC(=O)c3ccc(Cl)cc3)c2C(N)=O)C1	-8	-22	-0.75	-17	10	2.4	9	1.8	-30
O=C(COC(=O)CCc1c[nH]c2ccccc12)NC1CCS(=O)(=O)C1 (centres undefined)	-14[20 µM]	0	1.1	-18	10	-0.4	2	-0.1	-3
Cc1cccc(CC(=O)Nc2c3c(nn2-c2cccc(Cl)c2)CS(=O)C3)c1 (centres undefined)	-12[20 µM]	-3	-0.027	28	2	-1.1	2	0.4	1
OCCNCCCCOc1ccccc1F	-11[20 µM]	-12	0.018	-23	-17	2.2	5	0.0	-3
Nc1cc(C(=O)c2ccccc2)ccc1[N+](=O)[O-]	-6	5	0.88	38	20	-0.8	0	-0.3	-7
Nc1c2c(nc3ccc(Br)cc13)N(Cc1ccccc1)CC2	-17	0	0.47	29	6	-0.1	3	-0.3	-3
COC(=O)c1ccc(COc2ccc(/C=N/Nc3cccc(C(=O)O)c3)cc2)cc1	-17	-5	-0.008	-3	6	-1.1	4	-0.3	-3
O=c1[nH]c(N2CCN(c3ccccc3)CC2)nc2c1CCCC2	-22[20 µM]	-26	-1.6	-13	-11	-0.9	-4	-0.8	0
COc1ccccc1N1CCN(C(=O)c2ccc(Cl)c(S(=O)(=O)NCc3ccco3)c2)CC1	-19[20 µM]	-6	·	4	6	2.5	-5	0.7	-3
Nc1cccc2nsnc12	-16	-6	-1.8	-15	5	2.4	-7	1.0	-4
CC1CCCN(CCCNC(=O)C2CC(=O)N(c3ccc(F)c(Cl)c3)C2)C1 (centres undefined)	-18	-12	·	-7	12	0.0	3	0.7	-1
CC(=O)Nc1ccc(S(=O)(=O)NC(CC(=O)NCCC2=CCCCC2)C(C)C)cc1 (centres undefined)	-26	10	0.9	21	23	-0.1	2	-0.6	-3
COc1ccc(S(=O)(=O)N2CCOCC2)cc1NC(=O)Cc1c(Cl)cccc1Cl	-1	-13	0.64	-20	6	-0.8	-6	0.1	-4
O=C(CCl)N(CCCNC(=O)C(F)(F)F)c1ccc([N+](=O)[O-])cc1	-27	-13	0.54	14	21	-0.3	-5	0.7	-10
Cc1ccc(O)c(C(=O)CC(=O)c2cccc(F)c2)c1	-13	7	51*	-4	16	0.4	-1	-0.2	0
CCc1nc(SCC(=O)N2CCCc3ccccc32)c2oc3ccccc3c2n1	-3[20 µM]	6	-1.1	44	4	0.1	-8	0.5	-4
CCOC(=O)c1sc(NC(=O)CSc2nncs2)c(C(=O)OCC)c1C	-27	-30	-1.2	-10	7	0.6	3	2.6	-8
